Bioassay records from PubChem.
HTT aggregate: qHTS Multiplex Assay to Identify Dual Action Probes in a Cell Model of Huntington: Aggregate Formation (GFP); PC12 HttQ103-GFP aggregates, Acumen cytometry, 40 h; Potency, µM (highest dose often 46.1 µM), for the others: top-dose activity change, negative = inhibition, usual class: inhibitors; 1.1% of 220,000 active; AID 1688, 2009; also: potency is read from the fitted curve at half-maximal effect; % is scaled to controls: 0 for no effect and ±100 for the full control effect; nearly all actives have a fitted effect of over 60% in size
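Using laser scanning cytometry, GFP-positive aggregates were counted after lysis of PC12 cells induced with 100 nM tebufenozide to express HTT exon 1 Q103–GFP. Compounds were tested in titration.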
LMNA splice mod: qHTS Assay for Modulators of Lamin A Splicing; HeLa LMNA splicing GFP/RFP minigene ratio, 48 h; Potency, µM (highest dose often 46.1 µM), inactives show top-dose ratio change, negative = inhibition, actives largely listed as inhibitors; 0.01% of 200,000 active; AID 1487, 2009; active = well fitted inhibition curve with a large enough effect in the signal ratio, with a control signal flat, not every such curve was filed as active; inconclusive = small, poorly fitted or top-dose-only effect, or effect the other way, or a change in a side signal; the % refers to the signal ratio; also: potency is read from the fitted curve at half-maximal effect; % is scaled to controls: 0 for no effect and ±100 for the full control effect
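Read-out is the ratio of GFP to DsRed2 object intensity, acquired by 488 nm laser-scanning cytometry on HeLa lamin A-EGFP minigene reporter cells. Compound incubation 48 hrs at 37 °C in Opti-MEM with 2% FBS; DMSO 0.5% final.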
HTT ATP protect: qHTS Multiplex Assay to Identify Dual Action Probes in a Cell Model of Huntington: Cytoprotection (ATP) | PC12 HTT-Q103 induced, cytoprotection, ATP luminescence, 40 h | Potency, µM (highest dose often 56.4 µM), for inactives: cytoprotection (ATP increase), usual class: activators | 0.14% of 230,000 active | AID 1471, 2008;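 also: potency is read from the fitted curve at half-maximal effect; % of control where 0% means no effect; nearly all actives have a fitted effect of over 45% in size; toxic huntingtin expression switched on by the ecdysone agonist tebufenozide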
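Compounds added alongside 100 nM tebufenozide, which induces toxic Q103 huntingtin exon 1-GFP in stable PC12 cells; surviving cells quantified by luminescent ATP measurement. Medium: phenol red-free DMEM, 5% equine and 5% calf serum.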
GAA inhib: qHTS Assay for Inhibitors of Human alpha-Glucosidase as a Potential Chaperone Treatment of Pompe Disease; 0.005% of 200,000 active; purified human GAA, 4-MU-alpha-glucoside fluorescence; Potency, µM (top dose mostly 76.9 µM), without a hit: at the highest dose activity change, negative = inhibition, actives largely listed as inhibitors;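 also: potency is read from the fitted curve at half-maximal effect; plate controls were uninhibited enzyme wells for no effect and no-enzyme background for full effect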
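qHTS format, compound range up to 77 uM. Human lysosomal enzyme at 4 nM, 400 uM 4-MU glucoside substrate, pH 5.0, 20 min room temperature; fluorescence after alkaline stop gives activity normalized to controls.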
GAA spleen mod: qHTS Assay for Inhibitors and Activators of Human alpha-Glucosidase From Spleen Homogenate. human spleen homogenate, 4-MU-alpha-glucoside fluorescence. Potency, µM (series often up to 79.9 µM), without a hit: at the highest dose activity change, negative = inhibition, actives largely listed as inhibitors. 0.006% of 240,000 active;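 also: potency is read from the fitted curve at half-maximal effect; 0% = enzyme with vehicle and -100% = no enzyme basal signal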
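Human spleen homogenate (1 ug) with 4-methylumbelliferyl-alpha-D-glucopyranoside (1 mM final) in 50 mM citrate/phosphate pH 5.0, 0.01% Tween-20; 40 min at 37 C. Stopped at pH 10; 4-MU fluorescence Ex 365/Em 440 nm; AC50 by Hill fit.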
CBFb-RUNX1 inh: qHTS Assay for Compounds Blocking the Interaction Between CBF-beta and RUNX1 for the Treatment of Acute Myeloid Leukemia; Runt-related transcription factor 1 (Homo sapiens) + Core-binding factor subunit beta …; AlphaScreen CBFb-His/RUNX1-biotin binding, biochemical; Potency, µM (titrated, usually from 59.8 µM), for inactives: top-dose activity, negative = inhibition, most hits filed as inhibitors; 230,000 tested, under 10 active; AID 1477, 2009; also: % of control where 0% means no effect
Target sequence (Q01196 whole entry, looked up): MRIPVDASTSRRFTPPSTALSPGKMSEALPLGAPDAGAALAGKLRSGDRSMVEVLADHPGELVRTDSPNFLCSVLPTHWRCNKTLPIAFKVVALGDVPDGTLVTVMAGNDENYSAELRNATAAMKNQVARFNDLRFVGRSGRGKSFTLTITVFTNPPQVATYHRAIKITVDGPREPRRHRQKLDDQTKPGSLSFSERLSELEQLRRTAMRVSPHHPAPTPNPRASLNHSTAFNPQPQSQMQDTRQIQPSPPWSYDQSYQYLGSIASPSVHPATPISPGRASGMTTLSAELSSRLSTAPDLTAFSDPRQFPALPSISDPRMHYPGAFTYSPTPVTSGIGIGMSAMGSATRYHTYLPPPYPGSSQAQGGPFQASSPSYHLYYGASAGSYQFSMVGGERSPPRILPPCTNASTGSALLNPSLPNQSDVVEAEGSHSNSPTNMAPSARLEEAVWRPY
Target sequence (Q13951 whole entry, looked up): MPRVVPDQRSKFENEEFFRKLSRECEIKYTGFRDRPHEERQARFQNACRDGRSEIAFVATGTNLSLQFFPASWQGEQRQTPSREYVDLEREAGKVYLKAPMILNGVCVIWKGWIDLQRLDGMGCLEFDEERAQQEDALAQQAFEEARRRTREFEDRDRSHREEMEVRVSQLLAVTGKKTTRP
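Bead-based AlphaScreen assay; binding partners His-tagged CBF-beta and biotinylated RUNX1 at 30 nM each. Compound exposure 15 min after a 20-min protein preincubation; bead step 90 min; all steps at room temperature.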
GAA glycogen mod: qHTS Assay for Inhibitors and Activators of Human alpha-Glucosidase Cleavage of Glycogen. Lysosomal alpha-glucosidase (Homo sapiens), P10253. recombinant GAA, glycogen substrate, Amplex Red glucose oxidase fluorescence. Potency, µM (doses to about 76.4 µM), without a hit: at the top dose activity change, negative = inhibition, most hits filed as inhibitors. 0.38% of 300,000 active. AID 2100, 2009;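 also: potency is read from the fitted curve at half-maximal effect; 0% = full enzyme reaction and -100% = no-enzyme basal signal; the screen sought inhibitors and activators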
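Recombinant human alpha-glucosidase (4 nM final) hydrolysed bovine liver glycogen (30 ug) for 40 min at 37 C in pH 5.0 citrate/phosphate with 0.01% Tween-20. Released glucose detected by glucose oxidase/Amplex Red, Ex 573/Em 610 nm. Compounds up to 77 uM; AC50 from Hill fits.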
An asterisk follows results filed as active; ? = inconclusive; . = not tested or not shown; [ ] = remark or other dose. Unless noted, calls follow the shape of the dose curve; as a rule, active = well fitted curve in the direction sought with a large enough effect; inconclusive = small, poorly fitted or top-dose-only effect, or another doubt; inactive = no such curve, though single readings can be large; an effect the other way counts as inactive or inconclusive.

SMILES	HTT aggregate	LMNA splice mod	HTT ATP protect	GAA inhib	GAA spleen mod	CBFb-RUNX1 inh	GAA glycogen mod
CCOc1ccc(N/C(N)=N/c2nc(CSc3nnc(C)s3)cc(=O)[nH]2)cc1	-17%[9.22 µM]	.	-71%[inhibitor][10 µM]	-8%	1%	21%	3%
C=CCN(CC=C)S(=O)(=O)c1ncn[nH]1	-4%	2%	8%	-8%	-1%	4%	-3%
COc1cc2ccc(=O)oc2c(CC=C(C)C)c1OC	-12%[9.22 µM]	.	-9%[10 µM]	.	-3%	15%	0%
CCC(C(=O)OC)(C(=O)OC)c1ccc([N+](=O)[O-])cc1	-5%	.	-6%[10 µM]	-5%	2%	3%	19%
COc1ccc(C(=O)C2CCN(C(=O)c3ccco3)CC2)cc1	-9%	11%	-16%[10 µM]	-1%	-5%	2%	3%
O=C(Cn1cc(C(=O)c2ccco2)c2ccccc21)Nc1ccccc1	4%	?	-20%	-11%	-12%	-2%	16%[76.3 µM]
CCOc1ccc(NC(=O)c2nnn(CC(=O)Nc3ccccc3OCC)c2N)cc1	-6%	-9%	-26%[10 µM]	-11%	-13%	14%	-4%
CCN(CC)C(=O)C(=O)Nc1ccc(Oc2ccccc2)cc1	-14%[9.22 µM]	.	-30%[10 µM]	14%	-1%	5%	2%
COc1cc2[nH]c(=S)nc(NC3CCCCCC3)c2cc1OC	32%	21%[46 µM]	-38%[inhibitor]	5%	-1%	-1%	?
Cc1nn(C(C)C(=O)N2CCOCC2)c(C)c1[N+](=O)[O-] (stereo not drawn)	-11%	-2%	-6%[10 µM]	10%	-18%	3%	-6%
COc1ccc(C2/C(=C(/O)c3ccc(OC(C)C)cc3)C(=O)C(=O)N2CCCN2CCOCC2)cc1 (stereo not drawn)	18%	?	.	-13%	-3%	3%	-10%
Cc1c(NC(=O)CSc2nnc(N)s2)c(=O)n(-c2ccccc2)n1C	1%	-18%	-9%[10 µM]	10%	1%	16%	0%
COc1cccc(OCC(=O)NNC(=O)Cc2cccs2)c1	4%	-9%	17%[10 µM]	-2%	-7%	2%	11%
C=CCc1c(C)nc(-c2ccccc2)nc1Nc1ccc(O)cc1	4%	?	-4%[10 µM]	2%	-5%	6%	3%
CC(=O)Nc1ccc(-c2cn3cccnc3n2)cc1	5%	5%	-11%	?	?	2%	2%
CC1(O)C(=O)C=C2C=C(c3ccc(C#N)cc3)OC=C2C1=O (stereo not drawn)	.	.	15%	.	-10%	-15%	.
O=C(Nc1nnc(SCc2c(Cl)cccc2Cl)s1)c1cccc([N+](=O)[O-])c1	-26%[9.22 µM]	.	10%[10 µM]	.	-4%	5%	7%
CC(C)(C)c1ccc(OCC(=O)NNC(=O)Cc2cccs2)cc1	9%	8%	-4%	0%	-16%	2%	3%
[O-]/[N+](=C\c1ccncc1)c1ccc(Br)cc1	2%	0%	-14%	-2%	-1%	1%	-11%
CCOC(=O)N1CCN(C(=O)C2CCN(S(=O)(=O)c3cc(OC)ccc3OC)CC2)CC1	16%	9%[46 µM]	.	2%	-5%	6%	-5%
CCOC(=O)c1c(NC(=O)C2C3CCC(O3)C2C(=O)O)sc2c1CCC(CC)C2 (stereo not drawn)	-18%[9.22 µM]	-9%[46 µM]	-32%[inhibitor]	3%	4%	-17%	-11%
CCCC(=O)C1=C(O)C(C(=O)OC)C(C)(C)CC1=Nc1cccc2ccccc12 (stereo not drawn)	11µM*	?	3%[1.9 µM]	?	1%	7%	6%
FC(F)(F)c1ccc(C2NCCc3sccc32)cc1 (stereo not drawn)	-13%[9.22 µM]	.	-43%[inhibitor]	3%	1%	1%	-5%
C=C1c2ccc(C)cc2NC(=O)N1c1ccccc1	-5%	0%	3%	-4%	-9%	6%	-2%

Taken from above.
HTT aggregate result of `CCOC(=O)N1CCN(C(=O)C2CCN(S(=O)(=O)c3cc(OC)ccc3OC)CC2)CC1` = 16%
LMNA splice mod result of `CC(=O)Nc1ccc(-c2cn3cccnc3n2)cc1` = 5%

Following part
SMILES	HTT aggregate	LMNA splice mod	HTT ATP protect	GAA inhib	GAA spleen mod	CBFb-RUNX1 inh	GAA glycogen mod
CCOc1ccc(NC(=O)CC2C(=O)N(C)C(=S)N2Cc2ccc3c(c2)OCO3)cc1 (stereo not drawn)	-5%	-13%	-23%[10 µM]	-8%	-5%	5%	-8%
CCOC(=O)CCCCNCc1ccccc1	11%	-7%	36%[10 µM]	-2%	-1%	5%	3%
CCc1nc2ccccc2c(C(=O)NCc2ccccc2)c1C	21%[9.22 µM]	.	14%[10 µM]	14%	-3%	16%	1%
CN(C)c1ncc2nc(CCc3ccccc3)c(=O)n(CCc3ccccc3)c2n1	.	-11%	0%	.	-9%	.	.
O=C(CNC(=O)c1ccccc1C(=O)O)c1ccccc1	10%	3%	6%	-7%	-10%	1%	-10%
O=C1Nc2ccccc2C(O)(C(=O)NCc2ccco2)N1c1ccccc1 (stereo not drawn)	4%	-14%	5%	-8%	-8%	6%	0%
NC(=O)C1(C(N)=O)OC1c1ccc(Cl)cc1Cl (stereo not drawn)	-10%[9.22 µM]	.	0%[10 µM]	.	-1%	1%	-9%
CO/N=C(/CS(=O)c1ccc(Br)cc1)c1ccc(OC)cc1 (stereo not drawn)	-6%	-3%	1%	-32%	0%	1%	6%
Cc1cc(OCCCn2ccnc2)ccc1C(C)C	3%	?	10%[10 µM]	?	-5%	-16%	2%
CC1=C(C#N)C(C(F)(F)F)(C(F)(F)F)N=C(c2ccco2)N1	?	-3%	-11%	-5%	-11%	6%	-4%
CCOC(=O)CCC(=O)Nc1ccc(S(=O)(=O)N2CCCC2)cc1	-9%	-4%	4%[10 µM]	-8%	-6%	3%	2%
COc1ccc2c(=O)cc(-c3ccccc3)n(C)c2c1	16%	-8%	-6%[10 µM]	3%	-2%	0%	-1%
C=CCSC1=C(C#N)C(c2ccccc2OC)CC(=O)N1 (stereo not drawn)	-1%	-1%	3%[10 µM]	?	-9%	-6%	2%
CCOc1ccccc1NC(=O)Nc1cc(C(=O)O)ccc1C	-11%[9.22 µM]	.	-12%[10 µM]	?	2%	1%	4%
C=CCOC(=O)/C(=C/c1cccc2ccccc12)NC(=O)c1ccccc1	-7%	-28%	14%[10 µM]	9%	1%	-11%	-5%
CCCn1c(CNc2ccccc2O)nc2ccccc21	?	-15%	-11%	-9%	-3%	-20%	12µM*
Cn1/c(=N\NC(=O)c2ccccc2Cl)sc2ccccc21	-8%	8%[46 µM]	-83%[inhibitor]	-1%	.	6%	-2%
COc1ccc(C(=O)C2CCCN(Cc3cccc4c3OCO4)C2)cc1OC (stereo not drawn)	12%[9.22 µM]	.	9%[10 µM]	.	2%	8%	-14%
N/C(=N\N=C\c1cccs1)SC1CC(=O)N(c2ccc(Br)cc2)C1=O (stereo not drawn)	-5%	?	-33%	-4%	7%	-14%	-7%
CC(=C/C(=O)O)/C=C/c1ccc(Cl)o1	-8%	-1%	21%[10 µM]	2%	-3%	5%	-5%
Cc1ccccc1OCC(=O)NCc1ccccc1	-11%	.	21%	5%	-2%	4%	5%
COc1ccc(C(C)N2CC34C=CC(O3)C(C(=O)O)C4C2=O)cc1 (stereo not drawn)	30%	6%	1%	-9%	-1%	-1%	6%
Cc1ccc(S(=O)(=O)N/N=C/c2cccc([N+](=O)[O-])c2)cc1	-4%	?	?	1%	-1%	2%	11%
CCCN(CCC)S(=O)(=O)c1ccc(C(=O)N2CCCc3ccccc32)cc1	?	?	7%	-9%	4%	7%	-7%
CC(Oc1ccccc1)C(=O)Nc1ccccc1O (stereo not drawn)	21%	9%	19%	2%	8%	3%	-11%
Cc1ccccc1-n1c(SC(C)C(N)=O)nnc1-c1cccnc1 (stereo not drawn)	2%	13%	-15%	3%	3%	-4%	-3%
COC(=O)c1nnn(-c2ccsc2C(=O)OC)c1C(=O)OC	?	9%[46 µM]	-10%	-2%	.	-10%	1%

Structures above that have a halogen:
SMILES	HTT aggregate	LMNA splice mod	HTT ATP protect	GAA inhib	GAA spleen mod	CBFb-RUNX1 inh	GAA glycogen mod
O=C(Nc1nnc(SCc2c(Cl)cccc2Cl)s1)c1cccc([N+](=O)[O-])c1	-26%[9.22 µM]	.	10%[10 µM]	.	-4%	5%	7%
[O-]/[N+](=C\c1ccncc1)c1ccc(Br)cc1	2%	0%	-14%	-2%	-1%	1%	-11%
FC(F)(F)c1ccc(C2NCCc3sccc32)cc1 (stereo not drawn)	-13%[9.22 µM]	.	-43%[inhibitor]	3%	1%	1%	-5%
NC(=O)C1(C(N)=O)OC1c1ccc(Cl)cc1Cl (stereo not drawn)	-10%[9.22 µM]	.	0%[10 µM]	.	-1%	1%	-9%
CO/N=C(/CS(=O)c1ccc(Br)cc1)c1ccc(OC)cc1 (stereo not drawn)	-6%	-3%	1%	-32%	0%	1%	6%
CC1=C(C#N)C(C(F)(F)F)(C(F)(F)F)N=C(c2ccco2)N1	?	-3%	-11%	-5%	-11%	6%	-4%
Cn1/c(=N\NC(=O)c2ccccc2Cl)sc2ccccc21	-8%	8%[46 µM]	-83%[inhibitor]	-1%	.	6%	-2%
N/C(=N\N=C\c1cccs1)SC1CC(=O)N(c2ccc(Br)cc2)C1=O (stereo not drawn)	-5%	?	-33%	-4%	7%	-14%	-7%
CC(=C/C(=O)O)/C=C/c1ccc(Cl)o1	-8%	-1%	21%[10 µM]	2%	-3%	5%	-5%
